# MITF TRPM1 inh: inhibitors of MITF-dependent TRPM1 promoter reporter, primary screen, cell-based, SK-MEL-5, single point, luciferase; SK-MEL-5 TRPM1 promoter luciferase, 24 h; inhibition, % at 12.5 µM; 0.83% of 330,000 active;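 active means mean inhibition across replicates of 60% or more, whatever share of single replicates reaches that level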; further: values of inactives mirror those of a sister screen read the other way
# TWEAK Fn14 block: inhibitors of TWEAK-Fn14 signaling, primary screen, luciferase reporter cells, uHTS; 2% of 360,000 active; inhibition, % at 10 µM; TWEAK-stimulated Fn14 reporter cells, luciferase luminescence, 8 h; in the data active means inhibition above about 50%
# KKLEB tox: cytotoxicity in KKLEB CF airway cells, primary screen, cytotoxicity control for CF NF-kB inhibitor project, cell-based, uHTS, fluorescence assay plates. AID 602141, 2011. KKLEB CF airway cells viability, ATPlite luminescence, overnight; active compounds read low; cells stimulated with P. aeruginosa culture filtrate. 0.36% of 360,000 active. activity change (cytotoxicity), % at 5 µM;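 active means corrected activity change at or below -50% at 5 µM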
# NR2E3 ag-1: inhibitors of NR2E3-RetCOR corepressor binding, primary screen, NR2E3 agonist project, biochemical, TR-FRET, GST-NR2E3, biotin-RetCOR; Photoreceptor-specific nuclear receptor (Homo sapiens), Q9Y5X4; 1536-well; inhibition of corepressor binding, % at 4.78 µM; 0.12% of 320,000 active; AID 2300, 2010;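 active means percent inhibition above the cutoff of mean plus 3 SD of all tested compounds, set per screening campaign, cut at about 20% in these data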;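 further: 0% = DMSO wells and 100% = biotin wells as full block of FRET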
# Target sequence (Q9Y5X4 whole entry, looked up): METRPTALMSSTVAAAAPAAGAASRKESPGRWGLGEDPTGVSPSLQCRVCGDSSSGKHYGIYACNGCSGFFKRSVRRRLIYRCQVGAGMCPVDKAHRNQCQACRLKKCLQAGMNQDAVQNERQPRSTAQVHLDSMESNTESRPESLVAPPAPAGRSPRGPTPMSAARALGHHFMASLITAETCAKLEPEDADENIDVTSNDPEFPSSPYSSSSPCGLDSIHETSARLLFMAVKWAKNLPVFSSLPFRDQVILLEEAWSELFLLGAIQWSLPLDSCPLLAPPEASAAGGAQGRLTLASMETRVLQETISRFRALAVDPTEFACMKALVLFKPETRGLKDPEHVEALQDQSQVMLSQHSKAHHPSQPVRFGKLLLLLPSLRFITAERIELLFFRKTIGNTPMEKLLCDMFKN
#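 Material: NR2E3–RetCOR corepressor complex / Amount: 1.35 nM GST-NR2E3 / Medium: Tris pH 7.5 / Compound: single nominal compound dose of 4.8 µM / Incubation: 5 h at 4 °C / Technique: TR-FRET, Eu(K)-anti-GST donor, streptavidin-D2 acceptor, ex 340, em 617/671 nm / Read-out basis: percent loss of FRET ratio relative to control wells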
# CF NFkB inh: inhibitors of PAF-induced NF-kB signaling, primary screen, cell-based, GFP fluorescence, uHTS. KKLEB NF-kB-GFP reporter, GFP fluorescence overnight. inhibition, % at 5 µM. 0.86% of 360,000 active. AID 588850, 2011;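 active means at least 50% inhibition at 5 µM, scaled per plate between neutral and stimulator controls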;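 further: PAF is a Pseudomonas aeruginosa culture filtrate used as stimulus; plate controls were PAF-stimulated DMSO wells for no effect and unstimulated DMSO wells for full effect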
# Shn3 3UTR inh: reduction of Shn3 3'UTR firefly luciferase signal, primary screen, Schnurri-3 inhibitor project, cell-based, Clone20 osteoblasts, set 2; Clone20 osteoblast Shn3 3'UTR firefly luciferase, 24 h; 0.52% of 360,000 active; AID 588674, 2011; inhibition, % at 12.5 µM;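 active means mean inhibition of at least 75% with every replicate also reaching 75%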;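 further: 0% = median of neutral control wells and 100% = pilot-screen positive control compound; some compounds past the cut are filed as inactive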
# TRAIL sens C8: viability loss with TRAIL in NB7+C8 cells, primary screen, TRAIL sensitizer project, cell-based, ATPlite luminescence. inhibition (viability loss, TRAIL sensitization), % at 10 µM. 1% of 360,000 active;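 active means compounds causing at least 50% loss of cell viability in the single-dose screen, relative to plate controls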
# HIF-2a inh: HIF-2a reporter inhibitors, primary screen, luminescence, 786-0 RCC cells | 786-0 RCC cells HIF-2a reporter, luciferase luminescence, overnight | 0.72% of 360,000 active | AID 624352, 2012 | inhibition, % at 18.8 µM;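 active means inhibition of the luminescence signal of 40% or more relative to plate controls, in a single-dose primary screen at 18.75 µM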
# NR2E3 ag-2: NR2E3 agonists in two-hybrid cells, primary screen, cell-based, luminescence, CHO-S, Gal4-NCOR/VP16-NR2E3. Photoreceptor-specific nuclear receptor (Homo sapiens), Q9Y5X4. luciferase. inhibition of corepressor binding, % at 3.98 µM. 0.35% of 360,000 active. AID 602229, 2012;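 active means inhibition above the mean of all tested compounds plus 3 SD, cut at about 70% in these data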;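 further: 0% = DMSO with NR2E3 transfected cells and 100% = cells lacking NR2E3 construct; higher means lower luciferase signal from less NR2E3 corepressor binding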
# Peg3 prom inh: Peg3 promoter-driven luciferase inhibitors, primary screen, cell-based, HeLa, luciferase luminescence | HeLa PEG-Prom luciferase reporter, overnight | inhibition, % at 20 µM | AID 588405, 2011 | 1.7% of 360,000 active;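 active means inhibition of at least 50% at 20 µM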
# TROY NFkB inh: inhibitors of TROY-driven NF-kB signaling, primary screen, Q293 LMP1-TROYcd cells, NF-kB luciferase, uHTS | Q293 LMP1-TROYcd NF-kB luciferase reporter, 4 h | inhibition, % at 10 µM | 0.98% of 360,000 active | AID 1347056, 2019;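 active means compounds whose plate-normalised and pattern-corrected inhibition of the luciferase reporter signal at the single screening dose is 50% or more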
# Active calls of the source: *; / = no result given.
SMILES,MITF TRPM1 inh,TWEAK Fn14 block,KKLEB tox,NR2E3 ag-1,CF NFkB inh,Shn3 3UTR inh,TRAIL sens C8,HIF-2a inh,NR2E3 ag-2,Peg3 prom inh,TROY NFkB inh
O=C(O)c1cc([N+](=O)[O-])ccc1N1CCCCC1,-11,18,5,2,-7,-7,18,15,-1,-1,18
COc1ccc(C(=O)/C=C(\C)Nc2ccc(NC(C)=O)cc2)cc1,-33,-2,5,1,0,-15,12,-207,-9,-120,-34
CC1CCN(C(=O)CCC(=O)Nc2nnc(C3CCCCC3)s2)CC1,2,-27,3,-1,-7,-10,-20,1,1,-13,-19
CN(C)CCC(=O)c1cccc(Br)c1,-4,6,2,3,11,2,-2,12,-24,16,5
CCC(Sc1nc(-c2ccccc2)cc(=O)[nH]1)C(=O)O (stereo not drawn),10,-23,-2,6,0,-3,-9,10,6,1,-2
CCC(=O)Nc1nc2ccc(NC(=O)COc3ccccc3)cc2s1,-1,2,-32,4,10,7,-3,-44,-14,0,4
Cc1cc2[nH]c3ccccc3c2cn1,8,13,9,-4,-16,13,13,-24,-24,1,9
COc1ccc(-n2nnnc2C(c2cccs2)N2CCN(C/C=C/c3ccccc3)CC2)cc1 (stereo not drawn),/,10,-10,/,4,33,3,-6,0,8,1
O=C(/C=C/c1cccc(Cl)c1)NCCc1ccccc1,-32,-23,1,2,-10,1,-5,-208,-72,-176,-53
Cc1c(NC(=O)C(=O)N/N=C/c2cccs2)c(=O)n(-c2ccccc2)n1C,2,-4,-5,1,-2,-5,19,4,-12,3,-17
Cc1ccc(N2CCN(c3ccc(NC(=O)CCC(=O)O)cc3)CC2)cc1,7,8,10,-1,-7,5,-2,9,-14,-7,-13
COc1ccc(S(=O)(=O)Nc2nc3ccccc3nc2NCc2ccc3c(c2)OCO3)cc1,-18,21,-3,0,10,-15,-4,8,-10,4,37
CCOc1cc(/C=N\NC(N)=O)cc(Br)c1OC(C)C,-1,4,-2,-4,10,-16,12,8,12,56*,1
CC1=C(Cl)C2=NS(=O)(=O)CCN2C=C1Cl,14,-1,-3,2,5,-19,-3,5,-15,24,12
COc1ccccc1C(=O)N/N=C(\C)CC(=O)Nc1ccc(Nc2ccccc2)cc1,8,-4,2,2,2,-16,-9,-13,-78,-22,18
O=C(/C=C/c1ccc(F)cc1)NC(=S)N1CCCCC1c1cccnc1 (stereo not drawn),3,-5,2,1,-2,-3,7,0,19,1,-20
O=C(NC(Cc1ccccc1)C(=O)O)/C(=C/c1ccccc1)NC(=O)c1ccc(Br)o1 (stereo not drawn),8,-8,-6,-1,0,3,-4,-2,-16,3,5
Cc1cccc(-n2nc(C(=O)c3ccco3)cc(-c3nc4ccccc4[nH]3)c2=N)c1,-22,-43,18,3,-11,-5,10,-47,19,19,-28
CCc1cc2c(N3CCN(c4nnc(CC)s4)CC3)ncnc2s1,24,22,-7,1,27,61,27,-1,45,9,40
CC1(C(=O)NS(=O)(=O)c2cccc(F)c2)CCN1C(=O)c1cccc2ccccc12 (stereo not drawn),/,-21,13,/,-37,1,-16,7,-11,0,9

# Four entries picked at random from the list so far, as already listed:
SMILES,MITF TRPM1 inh,TWEAK Fn14 block,KKLEB tox,NR2E3 ag-1,CF NFkB inh,Shn3 3UTR inh,TRAIL sens C8,HIF-2a inh,NR2E3 ag-2,Peg3 prom inh,TROY NFkB inh
CCOc1cc(/C=N\NC(N)=O)cc(Br)c1OC(C)C,-1,4,-2,-4,10,-16,12,8,12,56*,1
COc1ccc(-n2nnnc2C(c2cccs2)N2CCN(C/C=C/c3ccccc3)CC2)cc1 (stereo not drawn),/,10,-10,/,4,33,3,-6,0,8,1
COc1ccc(S(=O)(=O)Nc2nc3ccccc3nc2NCc2ccc3c(c2)OCO3)cc1,-18,21,-3,0,10,-15,-4,8,-10,4,37
CCC(=O)Nc1nc2ccc(NC(=O)COc3ccccc3)cc2s1,-1,2,-32,4,10,7,-3,-44,-14,0,4

# Going on with the list.
SMILES,MITF TRPM1 inh,TWEAK Fn14 block,KKLEB tox,NR2E3 ag-1,CF NFkB inh,Shn3 3UTR inh,TRAIL sens C8,HIF-2a inh,NR2E3 ag-2,Peg3 prom inh,TROY NFkB inh
OC(c1cccc(Cl)c1)c1nc(-c2ccc3c(c2)OCO3)cs1 (stereo not drawn),/,-35,5,/,-23,-7,8,-91,8,-55,-21
O=C(NC(=S)Nc1cccc(Cl)c1N1CCOCC1)c1cccs1,9,11,10,4,-2,26,0,-5,-42,26,4
O=C(NCC1CCCO1)c1sc(=S)n2c1[nH]c(=O)c1ccc(C(=O)N3CCCCC3)cc12 (stereo not drawn),-7,1,-1,-2,7,1,-4,3,-6,2,4
Cc1cc(=O)oc2cc(OCc3nnc(-c4ccccc4Br)o3)ccc12,-18,-63,12,-1,5,11,-7,-92,1,-5,-23
CCn1ccnc1CN(C)C(=O)C1CCC(=O)N(CCc2cccc(F)c2)C1 (stereo not drawn),5,-13,6,2,12,10,-6,9,-23,-4,-2
Cc1ccc2cc(CN(Cc3ccco3)C(=O)c3ccco3)c3nnnn3c2c1,-13,-13,-2,0,-5,-20,6,-44,-4,6,-42
Cc1ccc(C)c(S(=O)(=O)Nc2ccc(C(=O)NCCCN(C)C)cc2)c1,/,-5,22,/,-11,-15,6,21,16,11,-1
O=C(O)CC1=C(O)C(=O)N(c2ccccc2)C1c1ccc(Br)cc1 (stereo not drawn),-2,-14,-19,-5,-12,-18,12,-8,-20,-2,-32
COc1cccc(COC(=O)c2cc(S(=O)(=O)N3CCOCC3)ccc2Cl)c1OC,2,85*,8,/,-24,3,16,13,19,-14,9
O=S(=O)([N-]c1nc2ccccc2nc1-[n+]1ccc(CCCc2ccccc2)cc1)c1cccs1,-8,5,2,4,-2,14,-3,-13,13,-2,-12
CCOc1cc(NCCN2CCOCC2)c([N+](=O)[O-])cc1OCC,-1,3,-7,0,-7,-8,-4,2,-23,12,3
O=C1CN(C(=O)COC(=O)/C=C/c2ccc(S(=O)(=O)N3CCOCC3)cc2)c2ccccc2N1,3,-5,7,-4,27,-7,0,7,-5,-11,-1
CCOC(=O)N1CCN(C(=O)COC(=O)CNC(=O)c2ccc(Cl)cc2Cl)CC1,-9,0,-4,2,-9,-13,-14,7,-18,6,-2
CCc1ccc(OCC(=O)NN2Cc3ccccc3C2=N)cc1,10,7,-9,6,12,-41,-10,16,-1,12,-2
O=C(NC1=NCCS1)[C@H](Cc1ccccc1)N1C(=O)c2ccccc2C1=O,-7,10,4,-1,-9,10,-1,4,10,3,-15
CC(C)OC(=O)NCCOC(=O)Nc1cccc(Cl)c1,-6,-7,-13,1,13,53,-2,-54,43,-37,-24
CC1(C(=O)NS(=O)(=O)c2ccccc2Cl)CCN1C(=O)CC(c1ccccc1)c1ccccc1 (stereo not drawn),/,2,7,/,-12,-11,-3,18,8,11,-10
O=C(CSc1n[nH]c(-c2ccccc2)n1)Nc1ncc(Br)cc1Br,2,3,6,3,-18,17,4,-19,5,0,-1
COc1ccccc1Nc1nc2nonc2nc1N1CCCCC1C (stereo not drawn),25,7,-21,3,-6,-7,3,10,7,28,12
Cc1noc(C)c1C(=O)N1CCC1(C)C(=O)NS(=O)(=O)c1ccc(C#N)cc1 (stereo not drawn),/,-2,12,/,2,-12,17,11,-43,-15,-6
CCOC(=O)C1=C(CCl)NC(=O)NC1c1ccc2c(c1)OCO2 (stereo not drawn),69*,-8,-6,-2,18,5,9,25,9,41,-5
Cc1cc(C)nc(-n2ncc(C#N)c2N)n1,-9,4,5,0,-4,-1,-3,12,-18,13,12
O=C(O)CCC(=O)Nc1ccc(Oc2ncnc3cc(Cl)ccc23)nc1,/,-4,6,-3,2,/,0,15,-5,7,-6
NNC(=O)c1ccccc1-n1cccc1,13,-9,2,-2,-6,5,-11,20,-11,-4,17
C/C(=N\NC(=O)c1ccc(F)cc1)c1ccc(N2CCOCC2)cc1,-3,23,8,0,3,-10,5,5,-44,-20,-7
O=C(NC1CC1)C1=COCCO1,-1,-17,18,-1,-5,7,-7,7,-6,2,12
COc1ccc(NC(=O)CCS(=O)(=O)c2cc3c(cc2Cl)NC(=O)CO3)cc1OC,7,1,1,-2,-15,4,8,2,4,-6,-7
COC(=O)C1=NN(C(C)(C)CC(C)=O)C2C(=O)N(C3CCCCC3)C(=O)C12 (stereo not drawn),7,-8,-3,-3,-3,-6,-37,20,4,-4,6
CCCCC(CC)C(=O)Nc1ccccc1C(=O)NC(C)C (stereo not drawn),0,-4,6,3,6,7,33,4,5,22,-7
CC(C)c1nnc(NC(=O)CCC(=O)Nc2ccc(Cl)cc2)s1,-5,1,11,-1,-21,-3,-11,2,-6,8,-1
O=C(c1ccc(NC(=O)C2(c3ccccc3)CCCC2)cc1)N1CCOCC1,/,0,12,-1,-16,-7,-6,22,-21,13,3
O=C(/C=C/c1c(F)cccc1Cl)Nc1ncccn1,-32,-5,-5,1,0,-71,27,-159,6,-214,-7
COc1ccc(OCC(=O)N2CCN(c3nnc(-c4ccc(C)cc4)c4ccccc34)CC2)cc1,34,-2,-4,-2,11,66,0,20,-10,19,59*
COC1(c2cc(-c3ccccc3)nc(N)n2)CCCCC1,3,19,1,2,-4,15,-4,27,0,9,-2
COc1ccc(-c2ccc(CN3C(C)C(=O)N(Cc4cn(CCC5OCCCO5)nn4)CCS3(=O)=O)cc2)cc1 (stereo not drawn),/,4,2,/,1,1,2,-16,1,-29,-3
CN(C)S(=O)(=O)c1cc(NC(=O)c2ccc(-n3ccnc3)c([N+](=O)[O-])c2)ccc1Cl,39,-2,1,3,-10,20,13,-37,-14,8,-2
CC1=C(C(=O)NCc2ccc3c(c2)OCO3)C2(CCC(C)CC2)OC1=O (stereo not drawn),-9,-8,18,3,-13,5,-3,-5,-10,9,-5
CCCCC1CC(C)(C(=O)CSc2nc3ccccc3s2)OC1=O (stereo not drawn),7,8,9,1,-10,-9,2,-10,-10,-16,14
COc1cc(/C=C/C(=O)c2ccccc2O)cc(OC)c1OC,/,43,-14,-3,32,-9,19,36,-10,34,8
O=C1NCCOC(=O)[C@H](Cc2ccc(F)cc2)CC/C=C/C[C@@H]1CC(=O)N(CCO)Cc1ccccc1,8,19,10,/,2,41,18,17,-7,7,8

# A portion of the library. The share of hits here may be higher or lower than overall.
